RBX1-CUL1 inh = inhibitors of human ROC1-CUL1 ubiquitin ligase activity | inhibition, % at 10 µM | AID 1347404, 2020 | in vitro K48 di-Ub FRET, acceptor:donor ratio, 45 min | 0.6% of 140,000 active | E3 ubiquitin-protein ligase RBX1 (Homo sapiens) + Cullin-1 (Homo sapiens), P62877+Q13616; in the data active = inhibition above about 25%
Target sequence (P62877 whole entry, looked up): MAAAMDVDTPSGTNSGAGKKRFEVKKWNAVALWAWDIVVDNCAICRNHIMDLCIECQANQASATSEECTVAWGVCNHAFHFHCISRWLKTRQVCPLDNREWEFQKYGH
Target sequence (Q13616 whole entry, looked up): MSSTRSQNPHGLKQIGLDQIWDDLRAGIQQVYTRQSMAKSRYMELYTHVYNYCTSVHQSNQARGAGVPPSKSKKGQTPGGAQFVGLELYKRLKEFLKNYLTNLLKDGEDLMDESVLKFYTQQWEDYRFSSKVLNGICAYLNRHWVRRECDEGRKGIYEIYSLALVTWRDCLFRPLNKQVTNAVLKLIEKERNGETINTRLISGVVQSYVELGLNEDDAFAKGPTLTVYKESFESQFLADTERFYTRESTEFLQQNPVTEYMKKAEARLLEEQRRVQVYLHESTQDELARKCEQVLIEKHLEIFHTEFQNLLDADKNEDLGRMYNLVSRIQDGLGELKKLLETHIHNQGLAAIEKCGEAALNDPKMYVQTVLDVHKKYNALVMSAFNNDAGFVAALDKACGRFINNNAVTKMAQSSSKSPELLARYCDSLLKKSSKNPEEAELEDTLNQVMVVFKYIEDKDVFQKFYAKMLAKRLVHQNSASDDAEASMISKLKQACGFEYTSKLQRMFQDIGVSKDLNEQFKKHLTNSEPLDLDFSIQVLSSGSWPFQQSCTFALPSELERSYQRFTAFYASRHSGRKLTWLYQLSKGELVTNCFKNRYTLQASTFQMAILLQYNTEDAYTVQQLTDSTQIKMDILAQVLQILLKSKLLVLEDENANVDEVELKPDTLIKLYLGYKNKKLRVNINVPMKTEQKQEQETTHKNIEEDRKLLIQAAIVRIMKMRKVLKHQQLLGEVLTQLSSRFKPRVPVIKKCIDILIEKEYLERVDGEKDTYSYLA
Starred values were filed as active, the others as inactive. Only part of the results is shown. The share of hits here may be higher or lower than overall.

molecule	RBX1-CUL1 inh
Cc1cc2oc3c(c(=O)c2cc1C)C1(C(=O)N(C)c2ccccc21)N(CCO)C3=O (configuration not stated)	-1
Cc1ccc(C)c(NC(=O)CCCN2C(=O)COc3ccc(C)cc32)c1	-2
CN(CCCn1cc(C#N)c(=O)[nH]c1=O)CCCn1cc(C#N)c(=O)[nH]c1=O	6
Cc1ncc2c(c1CNC(=O)c1ccc3c(c1)OCO3)CCN(C(=O)c1sccc1Cl)C2	-2
CCCCCCCCCS(=O)(=O)Nc1ccc(C)cn1	-9
CCOc1ccc(CCNC(=O)c2cnc3c(-c4ccccc4)c(C)nn3c2C)cc1OCC	1
Fc1ccc(-c2cc(-c3ccccc3)c3c(n2)-c2ccccc2OC3)cc1	-7
COc1ccccc1C(=O)C1CCCN(Cc2ccnc3ccccc23)C1 (configuration not stated)	5
CC(=O)Nc1ccc(S(=O)(=O)NC2(C(F)(F)F)C(=O)N=C3C2C(=O)NC(=O)N3c2ccc(C)cc2)cc1 (configuration not stated)	3
C=C(C)CN(CC)C(=O)c1cc(COc2ccc(C(C)=O)cc2OC)on1	-10
CCOc1ccc(C(=O)N2CCN(c3ccccc3C)CC2)cc1OCC	-4
Cc1ccccc1NC(=O)c1sc2nc3c(c(-c4ccco4)c2c1N)CCCCC3	1
Nc1nc2c(s1)-c1ccccc1Sc1ccc(Cl)cc1-2	1
O=S(=O)(Nc1ccc2c(c1)CCC2)c1ccc(F)cc1	-1
COc1cc(C(=O)NCCO)cc(OC)c1OC	13
Fc1cccc(Cl)c1CNc1ccc(CNc2ncn[nH]2)cc1	-1
CC(C)Cc1nnc(NC(=O)c2cccc(Cl)c2)s1	3
CC(OC1CC(=O)CC2C(=O)c3c(O)ccc(O)c3C(=O)C12)c1ccc2ccccc2c1 (configuration not stated)	97*
COc1cc(NC(=O)Cn2nnnc2-c2ccccc2F)cc(OC)c1OC	-2
CCOCCCNC(=O)Oc1cccc2c1OC(C)(C)C2	2
Cc1cc([N+](=O)[O-])c(C(C)(C)C)cc1C#N	-4
CCc1ccc(OCCSc2nc3ccccc3n2CC(=O)N2CCCCC2)cc1	-4
COc1ccc(CNc2nc(-c3ccc(Cl)cc3)nn2S(=O)(=O)c2ccc(C)cc2)cc1	-4
CCCNC(=O)c1cnc2sc(N3CCCCCC3)nn2c1=O	-8

Printed as active in RBX1-CUL1 inh, of those listed so far:
molecule	RBX1-CUL1 inh
CC(OC1CC(=O)CC2C(=O)c3c(O)ccc(O)c3C(=O)C12)c1ccc2ccccc2c1 (configuration not stated)	97*

(list continues)
molecule	RBX1-CUL1 inh
COc1ccc(C(C)(C)C)cc1S(=O)(=O)N1CCc2ccccc21	11
CC1CCCCN1C(=O)Cn1c(CCO)nc2ccccc21 (configuration not stated)	4
CCOc1ccc(N2C(=O)c3ccccc3NC2c2cc(OC)ccc2O)cc1 (configuration not stated)	5
C=CCn1c(SCC(=O)Nc2sccc2C#N)nc2scc(-c3ccccc3)c2c1=O	7
Cc1ccc(F)cc1NC(=O)c1cnoc1C	3
COc1ccc(-c2cc(C(F)(F)F)nc(SCC(=O)N(C)Cc3ccccc3)n2)cc1OC	0
C=CCNC(=O)CNS(=O)(=O)c1ccc(F)cc1	0
CC(C)(C)c1ccc(-c2n[nH]c(=S)n2-c2ccccc2)cc1	-5
Cc1cnc(N2C[C@H]3OC(=O)N(C4CCCC4)[C@H]3C2)nc1N(C)C	-2
COc1ccc(OCc2cc(C(=O)N3C[C@@H](C)O[C@@H](C)C3)n[nH]2)c(Cl)c1	10
O=C1C(=Cc2c(Cl)cccc2Cl)C(=O)c2ccccc21	20
O=C(NCCCN1CCN(c2ccc(F)cc2)CC1)c1cc2c(s1)-c1ccccc1OC2	-11
O=C(Cn1c(=O)n(-c2ccccc2)c(=O)c2sc3ccccc3c21)NC1CCCC1	-9
CN(c1nnc(NC(=O)Nc2ccccc2C(F)(F)F)s1)C1CCCCC1	5
COc1ccc(NC2CCCN(C(=O)c3cn4ccsc4n3)C2)cc1 (configuration not stated)	9
CC1=C(C(=O)NCc2ccccc2Cl)C2(CCCCCC2)OC1=O	-4
O=C(O)C(O)c1ccc(Br)cc1 (configuration not stated)	-8
CCC(C)C(=O)Nc1cccnc1Cl (configuration not stated)	5
COc1ccccc1CNC(=O)CSCc1ccc(C)cc1	-3
CCCCCN1C(C(=O)c2ccccc2)C(=NC(C)=O)c2ccccc2S1(=O)=O (configuration not stated)	3
CCN(Cc1ccncc1)Cc1c(C(=O)N2CCCCCC2)nc2cc(C)ccn12	-11
CCCCN=C1CC(=NCCCC)c2ccccc21	-2
CCN1CCN(C2CCN(C(=O)C3CCN(c4nc(C)c5cc(C(C)C)ccc5n4)CC3)CC2)CC1	1
CCOC(=O)c1c(NC(=O)c2cnn3c(C(F)(F)F)cc(-c4ccco4)nc23)sc2c1CCCC2	-3

Look-ups from the entries so far:
CCCCCN1C(C(=O)c2ccccc2)C(=NC(C)=O)c2ccccc2S1(=O)=O (configuration not stated) – RBX1-CUL1 inh = 3
CCOC(=O)c1c(NC(=O)c2cnn3c(C(F)(F)F)cc(-c4ccco4)nc23)sc2c1CCCC2 – RBX1-CUL1 inh = -3
COc1ccccc1CNC(=O)CSCc1ccc(C)cc1 – RBX1-CUL1 inh = -3
CCN1CCN(C2CCN(C(=O)C3CCN(c4nc(C)c5cc(C(C)C)ccc5n4)CC3)CC2)CC1 – RBX1-CUL1 inh = 1

Other compounds follow.
molecule	RBX1-CUL1 inh
O=C(Nc1ccc(Cl)cc1Cl)C1CCN(Cc2ccccc2F)CC1	-7
COc1ccc(OC)c(NC(=O)c2sc3ccccc3c2Cl)c1	-4
Cc1csc[n+]1Cc1cccnc1N	1
O=C(CCn1cccn1)NCc1ccc(Cl)cc1	0
Cc1noc(C)c1C(=O)Nc1sc2c(c1C(N)=O)CCCCCC2	8
O=C(O)CCCNC(=O)c1ccc2c(c1)OCCO2	-4
CCc1cc(C(=O)NCCC2CN(c3cnn(C)c(=O)c3)CCO2)n(C)n1 (configuration not stated)	4
Fc1ccc(CN2CCN(Cc3cccnc3)CC2)cc1	-14
CCc1ccc(OCC(=O)NC(=S)Nc2ccc(I)cc2Cl)cc1	-15
COc1cccc(C(C2C(=O)C=C(C)N(Cc3ccco3)C2=O)N2CCN(c3ccccc3)CC2)c1 (configuration not stated)	-5
CC(=NCc1ccccc1)C1C(=O)c2ccccc2N(Cc2ccccc2)C1=O (configuration not stated)	0
Cc1nc(N2CCN(Cc3ccccc3)CC2)[nH]c(=O)c1Cc1ccccc1	10
CC(=O)c1ccc(C(=O)N(Cc2cccnc2)c2nc3c(Cl)cccc3s2)cc1	-1
COc1cc(/C=C/c2ccc3cccc(OCc4ccccc4)c3n2)cc(OC)c1OC(C)=O	-2
Cc1ccc(C(=O)C2C(=O)C(=O)N(CC3CCCO3)C2c2ccc(O)cc2)cc1 (configuration not stated)	1
COc1ccc(C(=O)CC(Sc2ccc(Cl)cc2Cl)c2ccccc2)cc1 (configuration not stated)	3
CCCC(=O)N1CCN(c2ccc(NC(=O)CSc3ccc(Cl)cc3)cc2)CC1	-4
O=C(Cc1ccccc1F)Nc1ccc2c(c1)CN(C(=O)Cc1cccnc1)CC2	-7
CCOc1ccc(Nc2nc(N)nc(CN(C)C3CCCCC3)n2)cc1	9
Clc1nc(Cl)nc(NC23CC4CC(CC(C4)C2)C3)n1	-2
COc1ccc(/C=N/NC(=O)c2ccn[nH]2)cc1COc1ccc(Cl)cc1	7
Nc1ccc2c(c1)CCS2(=O)=O	-10
CCN1CCN(C(=O)c2ccc(NS(=O)(=O)c3cc(C)ccc3C)cc2)CC1	-1
N#Cc1ccc(C(=O)Sc2ccc(Cl)c(SC(=O)c3ccc(C#N)cc3)c2)cc1	4

Copied from the listing (2 entries):
molecule	RBX1-CUL1 inh
COc1ccc(/C=N/NC(=O)c2ccn[nH]2)cc1COc1ccc(Cl)cc1	7
Nc1ccc2c(c1)CCS2(=O)=O	-10

Continuation.
molecule	RBX1-CUL1 inh
COc1cccc(CCc2nnc(CCC(=O)N3[C@H](C)CCC[C@@H]3C)o2)c1	5
O=C(NCCC1=CCCCC1)c1ccc2c(c1)N(Cc1ccc(Cl)cc1)C(=O)c1ccccc1S2(=O)=O	8
O=S(=O)(O)CCCc1ncn[nH]1	-8
CCOC(=O)/C(C#N)=C/c1c(OCC)n(CC)c2ccccc12	-4
Cc1ccc(N=C2CC(=O)NC(=O)N2)cc1C	11
CCOc1ccc(NC(=O)c2c(NC(=O)CCC(=O)O)sc3c2CCCC3)cc1	-7
COCC(C)NC(=O)c1cc2c(=O)n3cccc(C)c3nc2s1 (configuration not stated)	4
COc1cc(OC)c2nc(-c3cc4c(c(OC)c3)OCCN(C(=O)c3cccc(N5CCNC5=O)c3)C4)cc(C)c2c1	3
CCn1ccnc1CN1CCN(Cc2ccccc2)C(CCO)C1 (configuration not stated)	6
Cc1ccc2[nH]c(C)c(-c3ccccc3)c2c1	2
c1cnc2ccc(CNc3nc4nonc4nc3NC3CC3)cc2c1	8
CCOc1ccccc1/C=C1\C(=O)NN(c2ccc(C)c(C)c2)C1=O	47*
O=C(/C=C/c1cccs1)Nc1nc2ccc(Cl)cc2s1	4
CC(C)Oc1ccc(CNS(=O)(=O)c2cnc(N)nc2)cc1	11
OCCn1nnc(-c2ccc(Cl)cc2)n1	-1
CC1(C)CC(=O)C2C(=NC3=C(C(=O)c4ccccc43)C2c2ccc(OC(=O)N3c4ccccc4Sc4ccccc43)cc2)C1 (configuration not stated)	-1
CCOC(=O)c1c(N=CN(C)C)c(C#N)n2c1CCC2	-11
CCCCOc1ccc(C(NC(=O)C(C)(C)C)NC(=O)C(C)(C)C)cc1	4
CCOc1cc(C2C3=C(CC(C)(C)CC3=O)OC(=N)C2C#N)ccc1OCc1ccccc1Cl (configuration not stated)	-9
CCOc1cccc2sc(NC(=O)c3ccc(S(=O)(=O)N4CCCCC4C)cc3)nc12 (configuration not stated)	9
COc1ccc(-c2nc(N3CCCCCC3)sc2C(=O)c2ccccc2)cc1	4
COc1cccc(-n2c(SCC(=O)Nc3ccc4c(c3)OCO4)nc3c([nH]c4ccccc43)c2=O)c1	-2
O=C1NN(c2ccc(Cl)cc2)C(=O)/C1=C\c1ccc(F)cc1	38*
CCn1cncc1Cn1ccc(-c2cccc(-c3nccnc3C#N)c2)n1	8
CN(C)c1nc2nonc2nc1N1CCCC1c1ccccn1 (configuration not stated)	2
CCOC(=O)c1cnc2ccc(OC)cc2c1NCCO	-5
Cc1nonc1CN(C)[C@@H]1c2ccccc2C2(CCNCC2)[C@H]1O	3
O=C1N(Cc2ccccc2F)CCCC1(O)CNC1CCC(O)CC1 (configuration not stated)	-1
COC(=O)c1ccc2c(c1)nc(C(F)(F)Cl)n2Cc1ccc(F)cc1	3
O=C(CC1Sc2ccccc2NC1=O)NCCO (configuration not stated)	6
CCCCCCCCCCOc1ccc(N=CC=Nc2ccc(OCCCCCCCCCC)cc2)cc1	2
CCCCCOc1ccccc1CN1C(=O)C(=O)c2cc(C)ccc21	6
CCS(=O)(=O)N1CCC(n2c(C)nc3cccnc32)CC1	-1
CCCC(O)c1cc(OC)ccc1OC (configuration not stated)	1
O=C(CCn1cncn1)NC1CCCN(CCc2ccccc2)C1 (configuration not stated)	3
Cc1nc(C)c(CN2CCC3(CCCN(C)C3=O)C2)nc1C (configuration not stated)	11
O=C(Nc1cccc(-n2cccn2)c1)C1CCCN(Cc2ccon2)C1 (configuration not stated)	0
N=c1n(CC(N)=O)c2ccccc2n1Cc1ccc(Cl)c(Cl)c1	6
O=C(c1ccco1)N1CCN(Cc2ccc(Cl)c(Cl)c2)CC1	6
COc1ccc(CC(=O)Nc2ccc(C)c(O)c2)cc1	6

Quoted at random: four compounds from above, in no set order.
molecule	RBX1-CUL1 inh
N=c1n(CC(N)=O)c2ccccc2n1Cc1ccc(Cl)c(Cl)c1	6
CCCC(O)c1cc(OC)ccc1OC (configuration not stated)	1
O=C(CCn1cncn1)NC1CCCN(CCc2ccccc2)C1 (configuration not stated)	3
CCS(=O)(=O)N1CCC(n2c(C)nc3cccnc32)CC1	-1

(continued)
molecule	RBX1-CUL1 inh
COc1cccc(-c2noc(-c3ccc(NCc4ccccc4)nc3)n2)c1OC	4
CCC1CN(C(=O)NCc2ccc(C)cc2)c2cc(C)ccc2O1 (configuration not stated)	3
CCN1CCN(CC(=O)NCc2ccco2)CC1	2
COC(=O)c1ccc(OC)c(Cn2c(=O)n(Cc3ccccc3)c(=O)c3c2c2cc(OC)ccc2n3C)c1	-8
CC(=O)c1sc(N/N=C\c2ccccc2F)nc1C	-17
CN(C)c1ncc2c(n1)CCCC2NC(=O)COc1ccccc1 (configuration not stated)	5
Cn1c(=O)oc2cc(S(=O)(=O)CCC(=O)NCCc3ccc(Cl)cc3)ccc21	12
CC(=O)c1[nH]c(C)c(C(=O)N2CCc3[nH]nc(C(C)C)c3C2)c1C	-4
CCC(=O)N[C@@H]1c2ccccc2C2(CCN(Cc3cccn3-c3ncccn3)CC2)[C@H]1OCCOC	9
COCCCNC(=O)C1CCN(c2cc(C)nc3c(-c4ccc(Cl)cc4)c(C)nn23)CC1	-3
N#Cc1c(Cl)nc(NCCCN2CCOCC2)c2c1CN(Cc1ccccc1)CC2	1
CCOc1nc2c(c(-c3ccc(Cl)cc3)c1C#N)Cc1ccccc1-2	3
CC(C)Oc1ccc(CNC(=O)c2ccccc2NC(=O)c2nsc3ccccc23)cc1	1
CCN1CCN(CC(=O)N(C)CC2CCCN(CCc3ccccc3OC)C2)CC1 (configuration not stated)	3
Cc1ccc(O)c(/C=N/NC(=O)c2ccc(C)nc2)c1	1
